GPT2 inhibitor = Primary qHTS assay for inhibitors of Glutamate pyruvate transaminase 2 (GPT2); Alanine aminotransferase 2 (Homo sapiens), Q8TD30; Recombinant GPT2, coupled pyruvate oxidase/HRP Amplex Red fluorescence; Potency, µM (top dose mostly 57.7 µM), without a hit: top-dose activity change, negative = inhibition, hits mostly inhibitors; actives 0.25% (n = 100,000); also: potency is read from the fitted curve at half-maximal effect; nearly all actives have a fitted effect of over 60% in size; many of its hits are not listed in these tables
Target sequence (Q8TD30 whole entry, looked up): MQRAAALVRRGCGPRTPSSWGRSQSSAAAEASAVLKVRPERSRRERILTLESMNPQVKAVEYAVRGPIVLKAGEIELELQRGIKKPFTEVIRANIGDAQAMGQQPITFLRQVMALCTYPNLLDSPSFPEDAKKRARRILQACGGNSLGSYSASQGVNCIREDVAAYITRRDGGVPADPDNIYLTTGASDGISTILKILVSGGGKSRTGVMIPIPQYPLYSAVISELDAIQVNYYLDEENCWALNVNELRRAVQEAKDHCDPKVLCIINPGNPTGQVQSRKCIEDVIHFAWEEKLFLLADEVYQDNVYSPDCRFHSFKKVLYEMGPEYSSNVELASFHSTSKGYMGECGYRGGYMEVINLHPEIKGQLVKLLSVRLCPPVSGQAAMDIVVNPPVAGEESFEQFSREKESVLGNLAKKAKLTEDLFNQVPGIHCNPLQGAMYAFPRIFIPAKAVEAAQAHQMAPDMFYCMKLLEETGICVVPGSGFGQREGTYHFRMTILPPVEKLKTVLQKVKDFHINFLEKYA
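Recombinant GPT2 (10ng/uL) with 250uM a-KG and 2mM L-alanine, 30 min at room temperature, in HEPES pH 7.5 buffer. Pyruvate detected by pyruvate oxidase/HRP/Amplex Red fluorescence after 30 min in the dark; AOA (50uM) as positive control.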
HEK293 tox = Cytotoxic Profiling in HEK 293 Cell Line of Diverse Libraries Using Quantitative High-Throughput Screening | Potency, µM (series often up to 115 µM), inactives show at the highest dose activity change, negative = cytotoxicity, hits mostly inhibitors | actives 6.6% (n = 94,000) | HEK 293 viability, ATP luminescence (CellTiter-Glo), 48-72 h; also: potency is read from the fitted curve at half-maximal effect; nearly all actives have a fitted effect of over 60% in size
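Read-out: CellTiter-Glo ATP luminescence. Cells: HEK 293, 250 cells/well. Exposure: 48 or 72 hr, 37 degree Celsius.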
SNCA expr inhib = Primary qHTS assay for inhibitors of alpha-synuclein gene (SNCA) expression; HEK-293 SNCA-luciferase knock-in, luminescence, 24 h; actives 0.17% (n = 140,000); Potency, µM (highest dose often 57.2 µM), for inactives: top-dose activity change, negative = inhibition, usual class: inhibitors;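 also: potency is read from the fitted curve at half-maximal effect; plate controls were DMSO cells for no effect and cell-free wells for full effect; nearly all actives have a fitted effect of over 45% in size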
NIH3T3 tox = Cytotoxic Profiling in NIH 3T3 Cell Line of Diverse Libraries Using Quantitative High-Throughput Screening | NIH 3T3 viability, CellTiter-Glo ATP luminescence, 48-72 h | Potency, µM (highest dose often 96.7 µM), for the others: at the highest dose activity change, negative = cytotoxicity, most hits filed as inhibitors | actives 4.3% (n = 94,000); also: potency is read from the fitted curve at half-maximal effect; nearly all actives have a fitted effect of over 55% in size
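Cytotoxicity is measured as loss of cellular ATP: NIH 3T3 cells (400/well) are exposed to compound for 48 or 72 hr at 37 °C, then CellTiter-Glo luminescence is imaged after 10 min at room temperature.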
HEK293 viab = GF-AFC viability counterscreen for inhibitors of alpha-synuclein gene (SNCA) expression. HEK-293-SNCA-luc viability, GF-AFC fluorescence, 24 h. Potency, µM (doses to about 57.1 µM), inactives show top-dose activity change, negative = cytotoxicity, actives largely listed as cytotoxic. actives 0.12% (n = 150,000). AID 1671193, 2021;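 also: potency is read from the fitted curve at half-maximal effect; 0% = DMSO-treated cells and -100% = medium-only wells without cells; nearly all actives have a fitted effect of over 30% in size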
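Cytotoxicity counterscreen: after 24 h compound treatment of genome-edited SNCA-luciferase HEK-293 cells, live-cell protease substrate GF-AFC read by fluorescence after 30 min; activity scaled between DMSO (0%) and medium-only (-100%), curves Hill-fitted.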
FLuc inh = Firefly luciferase inhibition profiling of diverse chemical library using quantitative high-throughput screening. Luciferin 4-monooxygenase (Photinus pyralis), P08659. purified P. pyralis luciferase, luminescence, biochemical. actives 2.5% (n = 76,000). AID 1347043, 2019. Potency, µM (titrated, usually from 115 µM), without a hit: top-dose activity change, negative = inhibition, hits mostly inhibitors; also: potency is read from the fitted curve at half-maximal effect; nearly all actives have a fitted effect of over 65% in size
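Luminescence read by CCD imaging after purified firefly luciferase (10nM final) was added to substrate buffer holding 10uM D-luciferin and 10uM ATP, pH 7.5, pre-dosed with compound.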
IP6K1 inhibitor = Primary qHTS assay for small molecule inhibitors of Inositol hexaphosphate kinase 1 (IP6K1); Inositol hexakisphosphate kinase 1 (Homo sapiens), Q92551; IP6K1 kinase, ADP-Glo luminescence, 2 h; hits give low values; activity change, % (series mostly up to about 58 µM); actives 0.81% (n = 140,000); in the data active = activity change below about -25%
Target sequence (Q92551 whole entry, looked up): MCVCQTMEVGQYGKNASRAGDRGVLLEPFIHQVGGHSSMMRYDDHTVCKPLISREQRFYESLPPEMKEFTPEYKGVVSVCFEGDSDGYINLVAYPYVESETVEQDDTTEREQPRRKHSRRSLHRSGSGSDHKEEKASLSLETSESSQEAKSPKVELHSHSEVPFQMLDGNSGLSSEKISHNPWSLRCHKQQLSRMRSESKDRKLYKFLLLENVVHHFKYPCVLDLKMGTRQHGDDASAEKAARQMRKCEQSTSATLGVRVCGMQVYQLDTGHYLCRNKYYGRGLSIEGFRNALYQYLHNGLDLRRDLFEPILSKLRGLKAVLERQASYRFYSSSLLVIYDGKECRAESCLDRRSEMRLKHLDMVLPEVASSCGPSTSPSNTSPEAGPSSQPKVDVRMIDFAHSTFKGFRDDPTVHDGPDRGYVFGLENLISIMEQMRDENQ
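ADP-Glo luminescence measures ADP made by human IP6K1 during a 2 h RT reaction with ATP/IP6 (mix at 1.3 mM/130 uM); top library doses 57.5 and 19.1 uM final.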
* = called active by the depositor; i = inactive; ? = inconclusive; / = no result given; [ ] = dose if it differs, or a comment. Unless noted, calls follow the shape of the dose curve; as a rule, active = well fitted curve in the direction sought with a large enough effect; inconclusive = small, poorly fitted or top-dose-only effect, or another doubt; inactive = no such curve, though single readings can be large; an effect the other way counts as inactive or inconclusive. Unless noted, % is scaled to controls: 0 for no effect and ±100 for the full control effect. This is a subset, so the mix of outcomes need not match the whole.

nr	Compound	GPT2 inhibitor	HEK293 tox	SNCA expr inhib	NIH3T3 tox
1	COc1ccc(NC(=O)Cn2c(=O)n(-c3ccc(F)cc3)c(=O)c3c2cc(C)n3C)cc1	2.4%	?	-5.6%	?
2	COc1ccc(CNC(=O)c2cc(=O)c3cc(C)ccc3o2)cc1	/	/	-9.4%	/
3	CC(C)[C@](O)(c1ccc2cc(OC(F)F)c(OC(F)F)cc2c1)c1cn[nH]n1	i	/	/	/
4	CN1C(=O)C2(CCCN(c3ncnc4[nH]ccc34)C2)c2ccccc21 (stereo not given)	-3.4%[11.5 µM]	-23.3%	0.4%	-29.6%
5	CC(C)n1cc(C(=O)N2C[C@@H](CN3CCOCC3)[C@@H](CO)C2)cn1	?	2.8%	6.4%	-14.1%
6	Cc1ccc(C)c(NC(=O)Cn2c(SCC(=O)NCc3ccccc3)nc3ccccc32)c1	/	/	2.2%	/
7	Oc1ccccc1CN1C[C@H](O)C[C@H]1c1nc(Cc2ccc(F)cc2Cl)no1	-8.8%[88.5 µM]	?	-1.1%[87.6 µM]	?
8	O=C(CCC1CCCN(Cc2cccnc2)C1)Nc1ccccc1F (stereo not given)	i	-19.4%	20.0%	-6.5%
9	COc1ccc(-c2noc(CC3CCN(C(=O)COc4ccc(C)cc4)CC3)n2)cc1	i	?	25.8%	?
10	COc1ccc(CNC(=O)c2ccc3c(c2)nc2n3CCCCC2)cc1	/	/	115.2%[activator]	/
11	O=C(Cc1cccc(Cl)c1)N1CCCC(C(=O)N2CCCC2c2nc3ccncc3[nH]2)C1 (stereo not given)	i	1.6%	-21.2%	i
12	Cc1ccc(CNC(=O)CN(C)S(=O)(=O)c2ccc(Br)s2)cc1	/	/	-0.7%	/

nr	HEK293 viab	FLuc inh	IP6K1 inhibitor
1	?	-8.0%	-8.2
2	-7.7%	/	-16.3
3	-14.3%	/	-9.7
4	0.3%	0.1%	22.6
5	8.3%	0.2%	12.5
6	-21.3%	/	11.1
7	-7.5%[87.6 µM]	4.0%[172 µM]	4.5
8	1.2%	3.6%	12.7
9	-23.3%	-13.6%	0.0
10	-0.8%	/	0.8
11	-4.5%	/	-12.7
12	16.4%	/	53.3

Next section; it opens with the 3 that closed the last part.
nr	Compound	GPT2 inhibitor	HEK293 tox	SNCA expr inhib	NIH3T3 tox
10	COc1ccc(CNC(=O)c2ccc3c(c2)nc2n3CCCCC2)cc1	/	/	115.2%[activator]	/
11	O=C(Cc1cccc(Cl)c1)N1CCCC(C(=O)N2CCCC2c2nc3ccncc3[nH]2)C1 (stereo not given)	i	1.6%	-21.2%	i
12	Cc1ccc(CNC(=O)CN(C)S(=O)(=O)c2ccc(Br)s2)cc1	/	/	-0.7%	/
13	COc1cccc([S+](=O)([O-])N2CCN(C(=O)c3nc4cccnc4n(-c4ccccc4OC)c3=O)CC2)c1	i	i	9.5%	-8.7%
14	O=C(C[C@@H]1C[C@H]2O[C@H](CNCc3ccccc3OC(F)(F)F)[C@@H](O)[C@H]2O1)N1CCOCC1	-9.7%	-0.4%	-5.0%	-10.3%
15	CCOc1cc(CNCCSc2nnnn2-c2ccccc2)ccc1OC	/	/	4.2%	/
16	Cc1ncsc1CN1C(=O)CO[C@H](c2ccc(NS(C)(=O)=O)cc2)[C@H]1CO	-0.1%[88.5 µM]	-5.0%[172 µM]	-17.6%[87.6 µM]	-15.0%[174 µM]
17	CCCCOc1ccc(C(=O)N2CCC(Cc3nc(-c4cnccn4)no3)CC2)cc1	i	?	?	?
18	O=C(NC1CC(=O)N(c2ccc(F)cc2)C1)c1ccc(S(=O)(=O)N2CCOCC2)cc1 (stereo not given)	/	/	4.4%	/
19	Cc1ccc(N2CCC3(CCCN3Cc3ccc(C4CCCO4)s3)CC2)nn1 (stereo not given)	?	3.1%	-27.6%	-1.5%
20	COC(=O)CNC(=O)C1CCc2nnc(C3CCN([S+](=O)([O-])c4ccccc4)CC3)n21 (stereo not given)	4.6%	0.8%	-8.7%	-6.8%
21	OC1CCN(C2CCN(Cc3cccc(Cn4cccn4)c3)CC2)CC1	3.9%	-12.8%	-18.2%	1.5%
22	O=C(c1ccccc1F)N1CCN(C(=O)c2nnn3c2COC(c2ccc(Cl)cc2)C3)CC1 (stereo not given)	1.9%	?	-19.3%	?
23	O=C(C1CCCN1C(=O)c1ccc(Cl)nc1)N1CCC(N2Cc3ccccc3C2=O)CC1 (stereo not given)	-1.5%	i	-5.2%	-3.6%
24	Cn1cc(CC(=O)N2CCCc3ncc(C(=O)Nc4cccc(C(F)(F)F)c4)cc32)c2ccccc21	2.4%	?	3.4%	?

nr	HEK293 viab	FLuc inh	IP6K1 inhibitor
10	-0.8%	/	0.8
11	-4.5%	/	-12.7
12	16.4%	/	53.3
13	4.1%	/	22.0
14	3.7%	-0.9%	4.8
15	8.1%	/	14.0
16	6.3%[87.6 µM]	8.5%[172 µM]	11.3
17	?	-7.4%	10.1
18	-1.6%	/	12.0
19	-2.5%	-5.3%	3.3
20	3.5%	/	-1.6
21	-28.2%	6.6%	-4.6
22	2.4%	0.8%	5.9
23	-6.1%	/	-3.9
24	-21.4%	-2.8%	10.1

Compounds from the list above with a thiophene ring, fused or not, in the order listed:
nr	Compound	GPT2 inhibitor	HEK293 tox	SNCA expr inhib	NIH3T3 tox
12	Cc1ccc(CNC(=O)CN(C)S(=O)(=O)c2ccc(Br)s2)cc1	/	/	-0.7%	/
19	Cc1ccc(N2CCC3(CCCN3Cc3ccc(C4CCCO4)s3)CC2)nn1 (stereo not given)	?	3.1%	-27.6%	-1.5%

nr	HEK293 viab	FLuc inh	IP6K1 inhibitor
12	16.4%	/	53.3
19	-2.5%	-5.3%	3.3

Continued.
nr	Compound	GPT2 inhibitor	HEK293 tox	SNCA expr inhib	NIH3T3 tox
25	CC(=O)Nc1ccc(CN2CCC3(CC2)CNC(=O)c2ccccc2O3)cc1	i	i	-13.0%	i
26	COc1ccccc1-c1nnc2ccc(C(=O)NCCc3ccccc3F)cn12	i	?	6.3%	?
27	CN(C)c1ccc(CN(C)C2CCc3ccccc3C2)cc1 (stereo not given)	0.1%[88.5 µM]	?	-21.5%[87.6 µM]	?
28	CN(C)Cc1nnc(C2CCN(C(=O)CCNS(C)(=O)=O)CC2)n1C	3.5%	i	-2.6%	0.7%
29	Cc1cccc(Cn2c(SCc3ccc(C(=O)N4CCC(C)CC4)cc3)nc3ccncc32)c1	/	/	?	/
30	Cc1ccc(NS(=O)(=O)c2ccc3c(c2)[C@H]2C=CC[C@H]2[C@@H](c2ccc(F)cc2)N3)cc1C	/	/	?	/
31	O=C1CC2(CCN(C(=O)c3ccccc3)CC2)Oc2cc(Cl)ccc21	i	?	-25.9%	?
32	O=C(c1ccco1)N1CCC2(CC1)CN(Cc1ccccc1)CC2CO (stereo not given)	i	?	-30.8%	-25.1%
33	COc1ccccc1Cn1c(=O)c(C(=O)N2CCN(C(=O)Nc3ccccc3)CC2)nc2cccnc21	2.7%	0.8%	4.5%	-23.8%
34	COCc1ncc(C)n1C1CCN(C(=O)CCc2c[nH]c3ccccc23)C1 (stereo not given)	-11.1%	-8.9%	18.5%	-24.6%
35	CCc1ccc(C2=C(C)C(N3CCC(C(=O)Nc4cccc(OC)c4)CC3)=NS2(=O)=O)cc1	/	/	-3.5%	/
36	Cc1noc(C)c1S(=O)(=O)NCCc1noc(-c2ccccc2)n1	i	-13.1%	1.8%	-18.1%

nr	HEK293 viab	FLuc inh	IP6K1 inhibitor
25	-3.2%	/	-16.8
26	8.6%	/	7.4
27	8.2%[87.6 µM]	2.1%[172 µM]	-16.7
28	-5.2%	6.7%	5.3
29	?	/	-4.7
30	-5.0%	/	14.2
31	-6.7%	-12.5%	16.2
32	3.4%	-6.5%	14.3
33	-2.7%[12.5 µM]	/	-7.8
34	9.6%	/	10.0
35	-2.0%	/	-18.7
36	5.5%	-10.9%	10.9

New compounds follow.
nr	Compound	GPT2 inhibitor	HEK293 tox	SNCA expr inhib	NIH3T3 tox
37	c1csc(CN2Cc3[nH]cnc3C[C@H]2c2nc(-c3ccncc3)no2)c1	i	?	95.4%[activator][87.6 µM]	?
38	COc1ccc(NC(=O)CSc2nc(-c3cccs3)cc(C(F)(F)F)n2)cc1OC	/	/	-1.5%	/
39	Cc1nnc(-c2cc(-c3ccc(N4CCOCC4)cc3)ccn2)n1C1CCCCC1	-25.4%[88.5 µM]	79.4µM*	8.0%[87.6 µM]	?
40	CCOc1ccc2c(c1)c(=O)c(C(=O)c1ccc3c(c1)OCO3)cn2Cc1ccc(F)cc1	/	/	45.4%[activator]	/
41	CN1CCN(C(=O)c2ccc3oc(-c4ccncc4Cl)nc3c2)CC1	0.8%	-4.5%	-20.4%	-16.9%
42	O=C(c1ccsc1)N1CCC2(CC1)N=C(c1ccc(Cl)cc1)NO2	-12.8%	?	3.7%	-21.8%
43	CNC(=O)c1cc(C)nc2onc(C3CCCN3C(=O)Nc3ccccc3)c12 (stereo not given)	/	3.7%	/	-7.2%
44	COCC(=O)NC[C@@H]1C=C(C)[C@H](Cc2nc3ccc(Cl)cc3[nH]2)C[C@H]1C(C)C	1.8%[88.5 µM]	?	?	70.8µM*
45	Cc1ccc(NC(=O)c2ccc(CN3CC(=O)N4CCCCC4C3=O)cc2)cc1 (stereo not given)	/	/	43.2%[activator]	/
46	COc1cccc(CN2CCCC3(CCN(C(=O)c4cnc(C)cn4)C3)C2)c1 (stereo not given)	1.5%	i	8.1%	i
47	COc1cccc(CN2Cc3cc(NC(=O)c4ccc(F)cc4F)ccc3OC(C)C2=O)c1 (stereo not given)	i	?	-4.6%	?
48	O=C(CC1COCCN1)N(Cc1cccnc1)Cc1cccnc1 (stereo not given)	-8.6%	-2.9%	0.6%	i

nr	HEK293 viab	FLuc inh	IP6K1 inhibitor
37	6.4%[87.6 µM]	16.0%[172 µM]	6.8
38	-8.2%	/	4.4
39	-13.1%[87.6 µM]	?	-9.6
40	0.5%	/	5.5
41	-13.5%[12.5 µM]	/	6.4
42	21.4%	-16.0%	-3.9
43	/	/	-7.9
44	?	1.0%[172 µM]	-11.0
45	11.1%	/	20.6
46	-3.0%	-4.0%	7.5
47	-6.9%	-1.1%	15.8
48	-0.5%	0.1%	3.7
